D2 potentiator = D2 dopamine receptor (human) potentiation; HEK293 T-REx D2, calcium flux, EC20 dopamine potentiation; P14416; 0.34% of 340,000 active; potentiation, % at 10 µM;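 active = potentiation over 3 SD above the plate norm, cut at about 30% in these data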; note: 0% is about no effect
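Cells plated with tetracycline inducer and held overnight at 30 C; calcium dye loaded 30–90 min at room temperature; baseline taken, compound added and read 180 s; EC20 dopamine then added and read 180 s.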
D1 potentiator = human D1 dopamine receptor positive modulation; P21728; HEK293 TREx D1 cells, calcium flux, dopamine EC20 potentiation; potentiation, % at 10 µM; 0.036% of 360,000 active; in the data active = potentiation above about 30%; note: 0% is about no effect
Target sequence (P21728 whole entry, looked up): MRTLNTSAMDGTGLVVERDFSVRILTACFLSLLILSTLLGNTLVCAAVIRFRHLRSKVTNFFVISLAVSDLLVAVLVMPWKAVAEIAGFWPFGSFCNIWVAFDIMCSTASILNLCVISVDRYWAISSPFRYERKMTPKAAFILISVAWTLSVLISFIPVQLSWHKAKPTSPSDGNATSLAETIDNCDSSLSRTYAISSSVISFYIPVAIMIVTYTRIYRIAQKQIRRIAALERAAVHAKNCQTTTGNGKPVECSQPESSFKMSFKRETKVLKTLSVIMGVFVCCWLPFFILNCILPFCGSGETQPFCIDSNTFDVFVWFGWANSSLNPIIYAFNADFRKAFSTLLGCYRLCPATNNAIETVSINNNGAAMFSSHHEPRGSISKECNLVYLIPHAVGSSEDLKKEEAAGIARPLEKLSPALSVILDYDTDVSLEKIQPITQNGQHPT
D1 antag = human D1 dopamine receptor antagonism | P21728 | HEK293 TREx D1 cells, calcium flux, dopamine EC80; active compounds read low | activity change, negative = inhibition, % at 10 µM | 3.2% of 360,000 active; in the data active = activity change below about -30%; note: % is set by controls: 0 for no effect and ±100 for the full control effect
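HEK293 T-REx cells expressing inducible, force-coupled D1 receptor; no-wash Ca dye, 30–90 min RT. Cmpd → 180 s read at 1 Hz → EC80 DA → 180 s read.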
D1 ag = activates the human D1 dopamine receptor; 1% of 360,000 active; HEK293 T-REx D1 cells, calcium flux, agonist mode; activation, % at 2 µM; P21728; AID 504660; in the data active = activation above about 30%; note: 0% is about no effect
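Agonism was scored from calcium flux recorded over 180 s (1 read/s) after pintool compound addition, following a 10-cycle baseline. Cells were inducible force-coupled HEK293 TREx D1, plated overnight at 30 C and loaded with no-wash calcium dye.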
GRP78 ERSR act = ER stress response induction in glioma; Potency, µM, for inactives: at the top dose activation, usual class: activators; AID 602332; U87-MG GRP78 promoter luciferase reporter, 16 h; 0.02% of 420,000 active; note: potency is the fitted concentration of half-maximal effect; series mostly up to about 76 µM; % of control where 0% means no effect; nearly all actives have a fitted effect of over 35% in size
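Stably transfected U87-MG human glioma cells carrying a GRP78-based luminescent sensor were seeded at 1000 cells/well, pin-dosed with compounds and incubated 16 h. Luciferase reagent was then added, and end-point luminescence was read after 10 min at room temperature.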
RXFP1 ag = activates the human relaxin receptor RXFP1. HEK293T-RXFP1 cAMP TR-FRET, 30 min; response scale: percent of porcine relaxin response, buffer zero. Potency, µM (highest dose often 57.5 µM), without a hit: at the highest dose activation, actives largely listed as activators. 0.3% of 370,000 active. AID 2676; note: potency is the fitted concentration of half-maximal effect; % is set by controls: 0 for no effect and ±100 for the full control effect; nearly all actives have a fitted effect of over 60% in size; many of its hits are not listed in these tables
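cAMP rise read by TR-FRET after 30 min, 37C compound exposure (up to 58 uM) in RXFP1-transfected HEK293 cells with Ro 20174 present. EC50 from Hill-equation fits, with 29 nM porcine relaxin as 100% and buffer as basal.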
LDHA inh = inhibitors of human lactate dehydrogenase A. P00338. purified LDHA, NADH/diaphorase-resazurin fluorescence; active compounds read low. activity change, % (values are at about 110 or 230 µM). 0.15% of 480,000 active. AID 1347041; in the data active = activity change below about -30%; inconclusive = mostly about -25% to -30%;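 note: plate controls were DMSO wells for no effect and wells without enzyme for full effect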
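Remaining NADH was detected by diaphorase (0.133 mg/mL) converting 37 µM resazurin to fluorescent resorufin, read at 0 and 20 minutes. The preceding 5-minute room-temperature reaction used 2 nM LDHA, 0.2 mM sodium pyruvate and 0.06 mM NADH at pH 7.4.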
Vif-A3G inh = Vif-A3G binding inhibition | Q9HC16 | HeLa A3G-eYFP + Vif (tagged APOBEC3G with the HIV-1 protein that degrades it), YFP fluorescence, overnight | Potency, µM (top dose mostly 46.1 µM), without a hit: at the highest dose activity, negative = active, actives largely listed as inhibitors | 0.076% of 410,000 active;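 note: potency is the fitted concentration of half-maximal effect; % is set by controls: 0 for no effect and ±100 for the full control effect; nearly all actives have a fitted effect of over 60% in size; hits raise eYFP signal because A3G escapes Vif-driven loss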
Target sequence (Q9HC16 whole entry, looked up): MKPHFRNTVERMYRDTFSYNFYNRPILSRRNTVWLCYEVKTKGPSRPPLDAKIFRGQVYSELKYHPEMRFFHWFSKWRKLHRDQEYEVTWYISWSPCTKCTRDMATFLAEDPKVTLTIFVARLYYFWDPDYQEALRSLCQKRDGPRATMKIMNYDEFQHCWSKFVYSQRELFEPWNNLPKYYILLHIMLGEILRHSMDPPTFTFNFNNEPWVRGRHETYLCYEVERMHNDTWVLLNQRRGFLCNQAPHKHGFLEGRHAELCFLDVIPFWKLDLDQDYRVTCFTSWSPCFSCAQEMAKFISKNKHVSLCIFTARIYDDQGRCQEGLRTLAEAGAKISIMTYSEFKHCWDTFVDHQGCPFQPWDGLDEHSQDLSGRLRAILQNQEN
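HeLa cells stably expressing Vif and C-terminally eYFP-tagged A3G, seeded overnight at 37 deg C, then exposed to compound by pintool overnight at 37 deg C. Rise in yellow fluorescence (Ex 488/Em 500-530, Acumen) marks blocked Vif-driven A3G degradation.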
Vif-A3F inh = Vif-A3F binding inhibition; 0.2% of 390,000 active; HeLa A3F-eYFP + Vif (tagged APOBEC3F with the HIV-1 protein that degrades it), YFP fluorescence increase; AID 602313; Potency, µM (top dose mostly 46.1 µM), without a hit: at the highest dose activity, negative = active; note: potency is the fitted concentration of half-maximal effect; % of control where 0% means no effect; nearly all actives have a fitted effect of over 65% in size
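Fluorescence increase (Ex 488/Em 500-530) after overnight compound treatment at 37 deg C flags inhibition of Vif-driven A3F-eYFP loss in stable HeLa A3F-eYFP/Vif cells seeded overnight beforehand.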
Numbers without * were called inactive; ? = inconclusive; . = no result given; & = joins results of further samples. Unless noted, calls come from the whole dose curve; as a rule, active = well fitted curve in the direction sought with a large enough effect; inconclusive = small, poorly fitted or top-dose-only effect, or another doubt; inactive = no such curve, though single readings can be large; an effect the other way counts as inactive or inconclusive.

The first two compounds as a preview:
SMILES	D2 potentiator	D1 potentiator	D1 antag	D1 ag	GRP78 ERSR act	RXFP1 ag	LDHA inh	Vif-A3G inh	Vif-A3F inh
CCOC(=O)c1sc2ccccc2c1OC(=O)c1ccc(C)cc1	-2	6	-15	9	-2%	0.5%	-2	-7%	-8%
c1ccc(CN2CCOCCOCCOCCOCC2)cc1	12	-2	19	16	-11%	-1.3%	-7	-3%	6%

Results, from the first entry:
SMILES	D2 potentiator	D1 potentiator	D1 antag	D1 ag	GRP78 ERSR act	RXFP1 ag	LDHA inh	Vif-A3G inh	Vif-A3F inh
CCOC(=O)c1sc2ccccc2c1OC(=O)c1ccc(C)cc1	-2	6	-15	9	-2%	0.5%	-2	-7%	-8%
c1ccc(CN2CCOCCOCCOCCOCC2)cc1	12	-2	19	16	-11%	-1.3%	-7	-3%	6%
COc1ccc(N2CCN(CCCNC(=O)Nc3ccccc3Cl)CC2)cc1	-17	-4	-6	12	1%	0.0%	2	5%	2%
O=[N+]([O-])c1cccc(S(=O)(=O)Nc2ccc(S(=O)(=O)NCC3CCCO3)cc2)c1 (stereo not drawn)	10	1	14	3	-5%	0.2%	-2	-1%	2%
Cc1ccc(NC(=O)c2ccc3c(=O)n4c(nc3c2)CCC4)cc1S(=O)(=O)N(C)C	-5	-6	19	10	-3%	-0.2%	-5	-1%	-17%
CCc1ccc(NC(=O)c2ccc(OC)c([N+](=O)[O-])c2)cc1	14	-12	-20	2	-3%	-0.1%	-4	-4%	-16%
CCCCCCNS(=O)(=O)c1ccc(NC(=O)C2CCCO2)cc1 (stereo not drawn)	9	-1	-4	15	-3%	19%	-6	-8%	-8%
COC(=O)C(C)NC(=S)N1CCN(c2c(F)cc3c(=O)c(C(=O)O)cn(C4CC4)c3c2OC)CC1C (stereo not drawn)	-1	-2	9	2	-3%	2.0%	4	5%	-1%
Cc1cccn2c(CNCCc3ccco3)c(C(=O)N3CCOCC3)nc12	-5	1	4	0	-2%	4.1%	3	1%	-6%
Cc1cc(=O)oc2cc(O)c(N=Nc3ccccc3)cc12	-23	0	8	0	-1%	-1.4%	1	1%	4%
CCOCCCNC(=O)C1CCCN(Cc2nc(-c3ccc(CC)cc3)oc2C)C1 (stereo not drawn)	-6	-4	-2	3	1%	-0.6%	-4	0%	0%
Cc1ccc2c(CC(=O)NNC(=O)c3ccccc3O)coc2c1	2	0	-10	0	2%	0.1%	3	-1%	-18%
CC(C)(C)NC(=O)C(c1ccccn1)N(C(=O)C1CSC(=O)C1)c1cccc(F)c1 (stereo not drawn)	6	7	5	2	-1%	-0.1%	-1	4%	1%
CCc1ccccc1NC(=O)c1ccc2[nH]c(C)c(C)c2c1	-5	-6	-21	4	3%	-1.8%	4	-4%	12%
CC1(C)Cc2c(sc3ncn4nnnc4c23)CO1	1	1	-18	2	.	9.1%	.	.	.
CC(C)CCNC(=O)Cc1c(C(=O)O)[nH]c2ccc(Cl)cc12	22	-1	-3	5	1%	-0.7%	-6	-3%	2%
N#CCCn1nc(-c2ccc(Cl)cc2)cc1Nc1ccccc1NC(=O)C(F)(F)F	0	-9	-20	13	-3%	0.8%	1	0%	-16%
CCCCNC(=S)N(CCN(CC)CC)Cc1cc2cc3c(cc2[nH]c1=O)OCO3	3	1	-15	11	-3%	2.3%	-6	1%	-6%
NC(=O)c1sc2nc(N3CCCCC3)c3c(c2c1N)CCCC3	-17	-2	6	-1	-1%	17%	-5	1%	-19%
CC(C)c1ccc2[nH]c(O)c(N=NC(=O)c3cccc(S(=O)(=O)Nc4ccccc4Cl)c3)c2c1	-2	-3	8	1	5%	0.1%	-7	1%	5%
COc1cccc(C(=O)Nc2ccc(NC(=O)c3ccco3)c(Cl)c2)c1	.	10	-9	4	0%	-3.2%	-11	-5%	-11%
Cc1cn([C@H]2C[C@H](O)[C@@H](CNC(=O)[C@@H]3CCCN3Cc3ccccc3)O2)c(=O)[nH]c1=O	.	.	.	.	-2%	.	-1	2%	-3%
CCc1nc2ccccc2n1Cc1cc(=O)n2cc(C)ccc2n1	8	-3	15	0	-2%	6.9%	-5	-1%	-6%
O=C(NC1CCCCC1)c1ccc(CSc2nc3cccnc3n2Cc2ccccc2)cc1	3	-1	-5	2	-3%	8.9%	-3	0%	-3%
Cc1cccc(NC2=C(NC(=O)c3ccccc3)C(=O)c3ccccc3C2=O)c1	-6	-1	6	4	-3%	-0.2%	26	-1%	-6%
COc1ccccc1-c1cc(C(=O)NCCc2ccccc2)no1	-21&-24	-2&-9	5&-6	9&17	-3%&5%	1.1%&-2.2%	-11&-2	?	-10%&-2%
O=C(NCCc1ccccc1)c1cnc2n(c1=O)CCS2	-2	-3	-10	2	-6%	13%	-8	-3%	-2%
Oc1ccc(C2C=C(c3ccc(F)cc3)Nc3ncnn32)cc1 (stereo not drawn)	-6	-4	8	0	-1%	4.1%	1	-9%	-11%
Cc1nn(S(=O)(=O)c2ccc([N+](=O)[O-])cc2)c(C)c1Sc1ccccc1	.	.	.	.	-2%	.	4	-7%	-5%
CCCn1c(SCC(=O)N2CCN(C(=O)c3ccco3)CC2)nc2ccccc2c1=O	-2	3	6	1	-3%	0.3%	-18	0%	-2%
COc1cccc(-n2nc3c(=O)n(Cc4ccccc4Cl)nc(C)c3c2C)c1	3	0	7	1	-5%	0.2%	-15	3%	-18%
COCC(=O)N1CCCC(C(=O)c2ccc(-c3ccccc3)cc2)C1 (stereo not drawn)	6	-5	8	10	7%	1.7%	-3	0%	-1%
Cc1ccccc1-n1c(SCc2ccc(Cl)cc2)nc2[nH]ncc2c1=O	16	0	-5	1	-4%	4.1%	-2	-13%	3%
Cc1cc(Cl)ccc1-n1c(CCC(=O)O)ccc1-c1cccs1	.	-1	10	0	-1%	13%	-6	-5%	-7%
CCC(=O)Nc1ccc(C(=O)NNC(=O)c2cc([N+](=O)[O-])cc([N+](=O)[O-])c2)cc1	-8	-3	-3	1	2%	1.7%	-14	1%	3%
Cc1cc(C)c(CN2CCN(C(=O)Cn3cnc4c(OCc5ccccc5)ncnc43)CC2)c(C)c1	.	.	.	.	-4%	.	2	4%	4%
CCOc1ccc(CCNC(=O)CN2C(=O)NC3(CCc4ccccc43)C2=O)cc1OCC (stereo not drawn)	1	-7	-19	1	-3%	-2.0%	-3	2%	2%
CC(C)CNc1ncnc2c1cnn2Cc1ccc(Cl)cc1	-3	2	3	4	-2%	-0.2%	-9	-16%	-3%
CC(=O)C[C@H](O)CC(=O)[C@@H]1OC(=O)CCCCCCc2ccccc21	-4	11	.	1	-5%	-0.5%	-2	-6%	0%
CCOc1ccccc1C(=O)N1CCCCC1C (stereo not drawn)	2	2	-2	1	-7%	1.0%	-13	0%	-6%
Cc1onc(-c2c(Cl)cccc2Cl)c1C(=O)Nc1nc(C(C)(C)C)cs1	-2	2	-2	4	4%	5.5%	2	-11%	3%
CC(C)c1ccc(NC(=O)c2ccc(Br)o2)cc1	-2	-6	3	3	-5%	-0.2%	-3	5%	1%
COc1cccc(NC(=O)C(=O)NCCCN2CCCC2=O)c1	20	5	1	8	-1%	-0.2%	-7	6%	-17%
COc1cc(NC(=O)C2CCN(C(=O)c3sc4nc[nH]c(=O)c4c3C)CC2)cc(OC)c1OC	9	2	13	0	1%	2.9%	3	-1%	3%
CCSc1nnc(-c2ccccc2NC(=O)CC)c(=O)[nH]1	7	6	-8	1	-4%	0.8%	-9	3%	4%
Cc1ccc(C(=O)NCc2ccc3c(c2)OCO3)c(C)c1	-4	-5	-16	3	-2%	0.0%	-7	-5%	6%
Cc1c(C(=O)N2CCCCCC2)c(S(=O)(=O)Nc2ccc(F)cc2)c(C)n1C	.	-3	22	0	-9%	-0.7%	-2	0%	3%
Cc1nnc(N/N=C/c2ccc([N+](=O)[O-])cc2)n1N	4	-2	2	1	10%	-2.6%	23	2%	3%

Sorted by SMILES length (ascending): 13 of the compounds above.
SMILES	D2 potentiator	D1 potentiator	D1 antag	D1 ag	GRP78 ERSR act	RXFP1 ag	LDHA inh	Vif-A3G inh	Vif-A3F inh
CCOc1ccccc1C(=O)N1CCCCC1C (stereo not drawn)	2	2	-2	1	-7%	1.0%	-13	0%	-6%
CC(C)c1ccc(NC(=O)c2ccc(Br)o2)cc1	-2	-6	3	3	-5%	-0.2%	-3	5%	1%
CC(C)CNc1ncnc2c1cnn2Cc1ccc(Cl)cc1	-3	2	3	4	-2%	-0.2%	-9	-16%	-3%
CCSc1nnc(-c2ccccc2NC(=O)CC)c(=O)[nH]1	7	6	-8	1	-4%	0.8%	-9	3%	4%
Cc1nnc(N/N=C/c2ccc([N+](=O)[O-])cc2)n1N	4	-2	2	1	10%	-2.6%	23	2%	3%
Cc1ccccc1-n1c(SCc2ccc(Cl)cc2)nc2[nH]ncc2c1=O	16	0	-5	1	-4%	4.1%	-2	-13%	3%
Cc1onc(-c2c(Cl)cccc2Cl)c1C(=O)Nc1nc(C(C)(C)C)cs1	-2	2	-2	4	4%	5.5%	2	-11%	3%
CC(=O)C[C@H](O)CC(=O)[C@@H]1OC(=O)CCCCCCc2ccccc21	-4	11	.	1	-5%	-0.5%	-2	-6%	0%
Cc1c(C(=O)N2CCCCCC2)c(S(=O)(=O)Nc2ccc(F)cc2)c(C)n1C	.	-3	22	0	-9%	-0.7%	-2	0%	3%
CCOc1ccc(CCNC(=O)CN2C(=O)NC3(CCc4ccccc43)C2=O)cc1OCC (stereo not drawn)	1	-7	-19	1	-3%	-2.0%	-3	2%	2%
Cc1cc(C)c(CN2CCN(C(=O)Cn3cnc4c(OCc5ccccc5)ncnc43)CC2)c(C)c1	.	.	.	.	-4%	.	2	4%	4%
COc1cc(NC(=O)C2CCN(C(=O)c3sc4nc[nH]c(=O)c4c3C)CC2)cc(OC)c1OC	9	2	13	0	1%	2.9%	3	-1%	3%
CCC(=O)Nc1ccc(C(=O)NNC(=O)c2cc([N+](=O)[O-])cc([N+](=O)[O-])c2)cc1	-8	-3	-3	1	2%	1.7%	-14	1%	3%

Screens deposited in PubChem BioAssay by National Center for Advancing Translational Sciences (NCATS).

An excerpt; count on the stated rates, not on these rows.
